Screening results: PubChem BioAssay, Sanford-Burnham Center for Chemical Genomics
CCR6 antagonist: CCR6 (human) receptor antagonism | P51684 | CHO-K1 CCR6 PathHunter beta-arrestin, luminescence, CCL20-stimulated | inhibition, % at 20 µM | 0.49% of 340,000 active | AID 493098;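 active means compounds whose inhibition of the agonist-driven luminescence signal at 20 µM reaches about 50%, limit read from the data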;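 further: cells stimulated with CCL20 at 14 nM final; plate controls were DMSO with CCL20 for no effect and DMSO without agonist for full effect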
Target sequence (P51684 whole entry, looked up): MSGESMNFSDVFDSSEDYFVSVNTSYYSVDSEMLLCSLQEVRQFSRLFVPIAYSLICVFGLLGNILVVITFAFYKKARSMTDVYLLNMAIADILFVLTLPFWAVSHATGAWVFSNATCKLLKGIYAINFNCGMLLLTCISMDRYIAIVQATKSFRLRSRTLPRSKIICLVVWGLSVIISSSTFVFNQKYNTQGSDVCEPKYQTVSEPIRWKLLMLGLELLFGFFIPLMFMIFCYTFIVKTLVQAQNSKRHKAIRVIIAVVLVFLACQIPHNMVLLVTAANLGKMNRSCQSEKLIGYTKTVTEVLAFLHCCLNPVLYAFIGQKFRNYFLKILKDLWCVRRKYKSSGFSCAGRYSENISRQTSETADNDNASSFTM
Jurkat NFkB inh: lowers PMA/ionomycin-induced NF-kB signal in Jurkat cells; PMA/ionomycin-induced NF-kB luciferase reporter, luminescence; inhibition, % at 4 µM; 0.53% of 330,000 active
SENP8 block: blocks the human protease SENP8; 1.2% of 330,000 active; purified SENP8, Z-RLRGG-aminoluciferin cleavage, luminescence; Q96LD8; inhibition, % at 10 µM
EBI2 antag: blocks human EBI2 receptor beta-arrestin signaling | EBI2 beta-arrestin recruitment, luminescence, 7a,25-OHC stimulated | inhibition, % at 5 µM | 0.81% of 360,000 active | AID 651636; in the data active means inhibition above about 38%;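 further: enzyme fragment complementation signal reports receptor beta-arrestin coupling in cells; 0% = agonist plus DMSO wells and 100% = wells without agonist; some results beyond the cut were filed as inactive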
Target sequence (P32249 whole entry, looked up, the tested form may be a part): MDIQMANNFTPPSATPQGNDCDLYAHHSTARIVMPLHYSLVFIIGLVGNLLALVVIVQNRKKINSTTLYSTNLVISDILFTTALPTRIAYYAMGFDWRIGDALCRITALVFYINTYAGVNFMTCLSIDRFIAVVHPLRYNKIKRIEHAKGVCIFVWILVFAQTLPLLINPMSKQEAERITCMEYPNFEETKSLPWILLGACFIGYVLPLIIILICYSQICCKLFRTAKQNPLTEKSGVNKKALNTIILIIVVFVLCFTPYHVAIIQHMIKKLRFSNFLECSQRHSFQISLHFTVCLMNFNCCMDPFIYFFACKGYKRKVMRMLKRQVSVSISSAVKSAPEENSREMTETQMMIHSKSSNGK
697 NFkB inh: lowers PMA/ionomycin-induced NF-kB signal in 697 B cells | 697 B-cell NF-kB luciferase reporter, 16 h | 0.33% of 330,000 active | inhibition, % at 4 µM; in the data active means inhibition above about 35%
Apaf-1 inh: blocks human Apaf-1 apoptosome activity; O14727; inhibition, % at 20 µM; reconstituted apoptosome caspase-3 activity, DEVD-Rh110 fluorescence; 0.71% of 330,000 active; active means inhibition of at least 40% at 20 µM;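 further: plate controls were DMSO wells for no effect and DEVD-CHO caspase inhibitor wells for full effect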
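System: Apoptosome proteins | Medium: Hepes pH 7.5 with detergent and BSA | Also added: Cytochrome c trigger plus (Z-DEVD)2-Rh110 caspase-3 substrate | Incubation: 30 min compound preincubation, 50 min activation, room temperature | Detection: Rhodamine 110 fluorescence at Ex 480/Em 540 nm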
UBC13 polyUb: human UBC13 polyubiquitination inhibition; inhibition, % at 20 µM; 0.47% of 330,000 active; UBC13 polyubiquitin chain formation, TR-FRET; in the data active means inhibition above about 45%, passing the limit was not always enough
Target sequence (P61088 whole entry, looked up): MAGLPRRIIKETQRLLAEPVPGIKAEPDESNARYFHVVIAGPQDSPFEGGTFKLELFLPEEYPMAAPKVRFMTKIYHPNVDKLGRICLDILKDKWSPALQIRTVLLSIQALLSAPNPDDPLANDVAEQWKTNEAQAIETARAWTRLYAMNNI
Gli-Sufu block: antagonists of Gli-Sufu signaling; Sufu-KO-LIGHT fibroblasts, Gli luciferase reporter luminescence; inhibition, % at 5 µM; 0.74% of 340,000 active; AID 588413;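 active means inhibition above about 55%, limit read from the data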;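 further: 0% = DMSO-treated cells and 100% = wells with medium but no cells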
* marks the source's active call; other numbers are inactive results; nt = not tested or not shown. Unless noted, no stated cut-off is given here; in the data, active means inhibition above about 50%; inactive means the rest. Some of the compounds tested. The share of hits here may be higher or lower than overall.

SMILES	CCR6 antagonist	Jurkat NFkB inh	SENP8 block	EBI2 antag	697 NFkB inh	Apaf-1 inh	UBC13 polyUb	Gli-Sufu block
O=C1N(c2ccc(Cl)cc2)C(c2ccc(Cl)cc2)N2CCCN12 (stereo not drawn)	14	-6	0	-4	9	7	-4	8
CCc1ccc(NC(=O)CSc2nc3ccccc3c(=O)n2CCCN2CCC(C)CC2)cc1	10	-5	-5	2	-7	21	9	12
CC(C)OP(=O)(OC(C)C)C(O)c1ccc2c(c1)OCO2 (stereo not drawn)	0	4	-5	-2	-11	-7	-5	6
COCCCNC(=O)c1ccc(CSCc2ccc(C)cc2)o1	0	3	1	-3	2	4	4	19
CC(OC(=O)/C=C/c1ccccc1)C(=O)N1CCc2ccccc21 (stereo not drawn)	19	3	-8	15	-10	19	-6	-6
OCC1(CCc2ccccc2)CCN(Cc2c(F)ccc(F)c2F)CC1	9	8	-3	-5	6	-13	2	14
Cc1ccc(C(=O)Nc2ccc(C(=O)O)cc2NC(=O)c2ccc(C)cc2)cc1	1	4	2	7	-72	4	-12	-16
CC1SC(c2ccc(F)cc2)NC1=O (stereo not drawn)	1	3	-9	-4	2	-14	10	-14
COc1ccc(S(=O)(=O)N/N=c2\oc3c(OC)cccc3cc2S(=O)(=O)c2ccc(C)cc2)cc1OC	27	-3	-2	5	-3	-4	-4	12
Cc1cc(CNC(=O)CC2C(=O)NCCN2Cc2ccccc2C(F)(F)F)nn1C (stereo not drawn)	5	1	-1	5	7	-14	7	4
Cc1cccc(N(CC(=O)N2CCCCCC2)S(C)(=O)=O)c1C	15	-10	-4	2	-16	-6	-7	18
CCN(CC)CCCNC(=O)c1cc2c(-c3ccc(Cl)cc3)nn(C)c2s1	9	-27	4	-5	-18	38	39	2
COc1cc(C(=O)Nc2ccc3c(c2)OCCO3)ccc1-n1cnnn1	7	-4	-12	-10	29	5	-16	7
O=S(=O)(c1ccc(Cl)cc1)N1CCN(C(=S)Nc2ccc(F)c(Cl)c2)CC1	7	8	4	20	-6	21	9	2
CCOc1ccc(CN2CCNC(=O)C2CC(=O)NCc2csc(C(C)C)n2)cc1 (stereo not drawn)	12	-3	-6	4	-18	20	-2	50
COc1cccc(C2=CC(c3ccc(OC)c(OC)c3)NC(=S)N2)c1 (stereo not drawn)	-10	5	0	nt	3	-8	2	3
CC1(CCc2ccccc2)NC(=S)N(c2ccc(Cl)cc2)N1 (stereo not drawn)	-5	-15	2	-4	-2	8	6	-9
CCOc1ccc(C(Nc2ccc(C)cc2)P2(=O)OCCC(C)O2)cc1 (stereo not drawn)	-7	-13	1	-6	12	-1	-2	8
CC1=C(C(=O)OCc2ccccc2)C(/C=C/c2ccccc2)NC(=S)N1 (stereo not drawn)	28	13	3	15	12	6	12	15
Cc1c(Cl)ccc2c1NC(=O)[C@]21N[C@@H](CCC(N)=O)[C@H]2C(=O)N(c3ccc(F)cc3)C(=O)[C@H]21	10	-1	2	-6	11	5	2	4
Cc1cc(NC(=O)c2ccc(Cl)cc2Cl)n(-c2ccccc2)n1	11	1	6	7	3	8	6	7
COc1ccccc1-c1nnc(NC(=O)Cc2ccccc2)o1	-2	-2	7	5	-10	-1	-7	5
O=C(Cc1ccccc1)NCCCc1ccccc1	5	-2	3	12	12	5	1	-5
O=C(CCNC(=O)c1ccccc1Cl)NN1C(=O)NC2(CCCCC2)C1=O	1	3	4	11	-9	-2	-2	-7
CCOC(=O)COc1ccc(C(c2c(C)[nH][nH]c2=O)c2c(C)[nH][nH]c2=O)cc1	2	5	2	-10	13	8	-11	12

Shown with two lines to a compound: part of the list above.
Order of results: CCR6 antagonist	Jurkat NFkB inh	SENP8 block	EBI2 antag	697 NFkB inh	Apaf-1 inh	UBC13 polyUb	Gli-Sufu block
- CC1SC(c2ccc(F)cc2)NC1=O (stereo not drawn)
 : 1	3	-9	-4	2	-14	10	-14
- COc1ccc(S(=O)(=O)N/N=c2\oc3c(OC)cccc3cc2S(=O)(=O)c2ccc(C)cc2)cc1OC
 : 27	-3	-2	5	-3	-4	-4	12
- Cc1cc(CNC(=O)CC2C(=O)NCCN2Cc2ccccc2C(F)(F)F)nn1C (stereo not drawn)
 : 5	1	-1	5	7	-14	7	4

Carrying on.
SMILES	CCR6 antagonist	Jurkat NFkB inh	SENP8 block	EBI2 antag	697 NFkB inh	Apaf-1 inh	UBC13 polyUb	Gli-Sufu block
c1ccc(Nc2nn[nH]n2)cc1	-4	4	-4	-6	5	-4	0	-2
Cc1cc(N)n(Cc2ccc(Cl)cc2)n1	4	8	4	-7	10	2	1	-1
Cc1ccc(S(=O)(=O)N(CC(O)CN2CCCC2)c2ccccc2)cc1 (stereo not drawn)	12	-6	-8	-4	9	2	13	10
CC(C)N(C(C)C)S(=O)(=O)c1ccc(NC(=O)c2cnccn2)cc1	4	-14	-3	-5	-7	3	-13	-8
CC(OC(=O)CCCN=C1NS(=O)(=O)c2ccccc21)C(=O)N(C)c1ccccc1 (stereo not drawn)	16	-7	-12	5	-10	5	-4	-12
NC(=O)C1CCN(C(=O)/C=C/c2ccco2)CC1	-6	8	0	-1	-13	1	2	3
CCOC(=O)N1CCC(NC(=O)C2CCCN(C(=O)N3CCOc4ccccc43)C2)CC1 (stereo not drawn)	2	-21	1	2	2	6	-1	25
O=S(=O)(c1ccc(Br)s1)N1CCc2ccccc2C1	10	7	-4	12	-1	-7	2	4
CCOc1ccc(CC2c3cc(OCC)c(OCC)cc3CCN2C(=O)c2cc(OC)c(OC)c(OC)c2)cc1OCC (stereo not drawn)	5	5	3	16	-37	26	-1	-1
CSCCC(NC(=O)c1ccco1)C(=O)NC1CCC(C)CC1 (stereo not drawn)	5	-22	-18	-9	-57	14	-9	-50
COc1cccc(N=Nc2c(=O)[nH]n3c(=O)cc(C)[nH]c23)c1	28	-12	-4	14	-9	18	-168	-16
Cc1ccc(N2C(=O)C(Cl)=C(N3CCCCCC3)C2=O)cc1	19	3	-7	11	-53	14	-6	1
Cc1ccc(-c2nc3ccccc3n2C)o1	5	-94	79*	-6	-135	6	-6	-86
C1CCC(Nc2nnnn2C2CCCCC2)CC1	9	9	-2	0	12	-4	2	6
COCCCNC(=O)CSc1nc2ccccc2c(=O)n1Cc1ccc2c(c1)OCO2	12	8	12	-3	6	-1	7	4
CC(=O)c1sc(NC(=O)C(C)Oc2ccc3c(C)cc(=O)oc3c2)nc1C (stereo not drawn)	-8	1	1	3	14	-9	-8	-1
O=C(Cc1ccccc1)NNC(=O)Cc1ccccc1	2	5	5	-9	15	-6	-1	2
Cc1ccc(S(=O)(=O)N(C)C)cc1NC(=S)NCc1ccco1	8	11	-7	-9	18	-21	18	nt
CCC(C)NC(=O)CS(=O)Cc1nc(-c2cccc(C)c2)oc1C (stereo not drawn)	10	-2	8	-4	7	-3	3	1
COc1ccc(/C=C2\SC(=O)N(CCNC(=O)C3CSC4(C)CCC(=O)N34)C2=O)cc1 (stereo not drawn)	5	-6	0	10	-3	3	-6	-5
Cc1nn(C(C)C)c(C)c1CN1CCCC(CCC(=O)NCc2ccccc2F)C1 (stereo not drawn)	-3	4	-6	2	1	-1	1	18
Cc1ccc(S(=O)(=O)N(C)c2ccc(OCC(=O)Nc3nc4ccccc4s3)cc2)cc1	6	-5	-4	13	-2	18	-7	15
c1ccc(C(c2ccccc2)N2CCN(c3ccc4ccccc4n3)CC2)cc1	23	-1	-1	11	-24	6	2	1
COc1cc(SC)ccc1C(=O)N(Cc1ccccc1)c1ccccc1	12	17	3	8	16	14	3	9
NC(=O)c1nc(C(=O)N2CCN(c3ccccc3)CC2)c2ccccc2n1	8	-4	-12	-11	0	7	-6	28

Reprinted from the entries so far for reference:
SMILES	CCR6 antagonist	Jurkat NFkB inh	SENP8 block	EBI2 antag	697 NFkB inh	Apaf-1 inh	UBC13 polyUb	Gli-Sufu block
c1ccc(Nc2nn[nH]n2)cc1	-4	4	-4	-6	5	-4	0	-2
Cc1cc(N)n(Cc2ccc(Cl)cc2)n1	4	8	4	-7	10	2	1	-1

Other structures follow.
SMILES	CCR6 antagonist	Jurkat NFkB inh	SENP8 block	EBI2 antag	697 NFkB inh	Apaf-1 inh	UBC13 polyUb	Gli-Sufu block
COc1ccc2nc(C)cc(Nc3ccc(C)cc3)c2c1	12	0	-12	16	-24	5	-5	10
CC(C)C(NC(=O)CCNC(=O)c1ccccc1Cl)c1nc2ccccc2[nH]1 (stereo not drawn)	7	-5	-15	-5	6	4	2	4
COc1ccc(S(=O)(=O)N2CCOCC2)cc1NC(=O)COc1ccc(C(C)=O)cc1OC	14	-16	-2	-8	6	6	0	6
Cc1cc(C)nc(NC(=NCCc2c[nH]c3ccccc23)NC(=O)Nc2cccc([N+](=O)[O-])c2)n1	2	2	-7	-10	4	13	-15	9
Cc1ccc(NC(=O)NCC(c2ccccc2)N(C)C)cc1 (stereo not drawn)	4	-8	-7	-13	-11	3	3	1
C=CCn1c(=O)c2ccc(C(=O)NCc3ccccc3)cc2n(Cc2ccc(Cl)cc2)c1=O	22	4	-1	27	16	-2	-7	7
CCOC(=O)C(NC(=O)c1ccccc1Cl)(Nc1ccc(C(F)(F)F)cc1)C(F)(F)F (stereo not drawn)	9	8	-1	-1	-17	-406	9	-4
Cc1cccc(-c2nnc(SCC(=O)Nc3ncccn3)n2C)c1	17	-1	-7	-5	9	-4	-7	5
COc1cc(CNCCCN2CCOCC2)cc(Br)c1OCc1ccc(Cl)cc1	29	20	-10	-5	-5	12	28	32
CC1CC(C)CN(S(=O)(=O)c2ccc(NN)nc2)C1 (stereo not drawn)	18	11	0	-4	21	-18	-7	-23
CCOC(=O)N1CCC2(CC1)C(C(=O)C13CC4CC(CC(C4)C1)C3)C2(C#N)C#N (stereo not drawn)	1	-12	3	8	13	20	-3	-8
CCC(=O)N1CC(C)C(=O)Nc2ccccc21 (stereo not drawn)	-8	-4	-12	-6	12	1	-4	1
O=c1c2ccccc2ncn1Cc1ccc(Cl)c(Cl)c1	12	-83	0	-2	-112	5	5	0

Record cards (already shown). Order of values: CCR6 antagonist	Jurkat NFkB inh	SENP8 block	EBI2 antag	697 NFkB inh	Apaf-1 inh	UBC13 polyUb	Gli-Sufu block
Listed for Cc1ccc(NC(=O)NCC(c2ccccc2)N(C)C)cc1 (stereo not drawn) = 4	-8	-7	-13	-11	3	3	1
Listed for COc1ccc(S(=O)(=O)N2CCOCC2)cc1NC(=O)COc1ccc(C(C)=O)cc1OC = 14	-16	-2	-8	6	6	0	6
Listed for CCOC(=O)C(NC(=O)c1ccccc1Cl)(Nc1ccc(C(F)(F)F)cc1)C(F)(F)F (stereo not drawn) = 9	8	-1	-1	-17	-406	9	-4
Listed for O=c1c2ccccc2ncn1Cc1ccc(Cl)c(Cl)c1 = 12	-83	0	-2	-112	5	5	0
Listed for CC(C)C(NC(=O)CCNC(=O)c1ccccc1Cl)c1nc2ccccc2[nH]1 (stereo not drawn) = 7	-5	-15	-5	6	4	2	4
